Bcl-xL primary: blocks human Bcl-xL binding to Bim BH3 peptide. GST-Bcl-xL / FITC-Bim BH3 peptide fluorescence polarization. inhibition, % at 10.9 µM. 320,000 compounds, 0.7% hits. AID 2129;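 active means inhibition above the mean of all tested compounds plus 3 SD, cutoff set per campaign, cut at about 30% in these data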;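 further: 0% = DMSO wells and 100% = unlabeled Bim-BH3 peptide competitor; inhibitors lower millipolarization by displacing the labeled peptide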
Target sequence (Q07817 whole entry, looked up): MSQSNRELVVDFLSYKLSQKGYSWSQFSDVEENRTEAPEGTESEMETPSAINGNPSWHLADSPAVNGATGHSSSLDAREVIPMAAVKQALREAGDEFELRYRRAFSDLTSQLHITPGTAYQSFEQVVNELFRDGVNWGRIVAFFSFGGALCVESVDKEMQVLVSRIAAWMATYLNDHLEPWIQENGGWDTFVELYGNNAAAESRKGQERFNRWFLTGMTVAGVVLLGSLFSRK
MEX-5 binding: C. elegans MEX-5 TCR-2 RNA binding activity | activity score (negative = inhibition of binding), % at 10 µM | 300,000 compounds, 0.38% hits | MEX-5/FITC-TCR2 RNA binding, fluorescence polarization; active compounds read low | Q9XUB2 | AID 1832;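 active means inhibition past about -25% in most replicates, and total fluorescence under double the plate's negative control median, limit read from the data; inconclusive means replicates evenly split on the limit, or fluorescence at least double controls; inactive means too little inhibition in most replicates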;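 further: 0% = DMSO and -100% = 5 µM competing unlabeled TCR2 RNA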
PME-1 primary: blocks human protein phosphatase methylesterase 1 | recombinant PME-1, FP-Rh probe fluorescence polarization | Q9Y570 | inhibition, % at 5.9 µM | 320,000 compounds, 0.53% hits;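 active means inhibition above the campaign mean of all compounds plus 3 SD, cut at about 26% in these data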;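 further: competitive labeling of PME-1 active site by serine hydrolase directed probe; 0% = PME-1 with DMSO and 100% = wells lacking PME-1 enzyme; inhibitors block probe labeling so polarization falls and inhibition rises; many of its hits are not listed in these tables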
Target sequence (Q9Y570 whole entry, looked up): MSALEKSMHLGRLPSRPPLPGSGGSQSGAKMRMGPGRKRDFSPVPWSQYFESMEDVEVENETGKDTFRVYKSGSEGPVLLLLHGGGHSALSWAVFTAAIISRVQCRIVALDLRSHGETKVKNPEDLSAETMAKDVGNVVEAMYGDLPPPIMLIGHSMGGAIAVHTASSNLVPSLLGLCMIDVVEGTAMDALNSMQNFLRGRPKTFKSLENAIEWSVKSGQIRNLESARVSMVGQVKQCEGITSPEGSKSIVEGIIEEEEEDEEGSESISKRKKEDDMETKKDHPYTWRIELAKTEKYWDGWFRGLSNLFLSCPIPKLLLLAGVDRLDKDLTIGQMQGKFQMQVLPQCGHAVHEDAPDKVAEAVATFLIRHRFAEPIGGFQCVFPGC
PAD4 inh: PAD4 (human) enzyme inhibition. inhibition, % at 6.36 µM. recombinant PAD4, RCA probe fluorescence polarization. Q9UM07. 330,000 compounds, 0.41% hits. AID 485272;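 active means percent inhibition above a cutoff equal to the mean of all tested compounds plus 3 SD, cut at about 15% in these data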;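 further: 0% = PAD4 with RCA probe and DMSO and 100% = probe without PAD4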
GSTO1 inh: blocks human GSTO1 in RBBP9 counter-screen; P78417; 300,000 compounds, 1.1% hits; recombinant GSTO1, activity-based probe fluorescence polarization; inhibition, % at 5.96 µM; AID 1974;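 active means inhibition above the campaign mean inhibition plus 3 SD, cut at about 35% in these data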;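 further: 0% = GSTO1-1 with DMSO and 100% = wells lacking GSTO1-1 enzyme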
TPT1 inhibitor: blocks Candida albicans tRNA 2'-phosphotransferase; 300,000 compounds, 0.81% hits; recombinant caTPT1, FP RNA substrate dephosphorylation; inhibition, % at 5 µM; AID 1962;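 active means inhibition above the mean of all tested compounds plus 3 SD, set per screening campaign, cut at about 24% in these data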;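 further: plate controls were DMSO alone for no effect and ferristatin control at 100 nM for full effect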
Fam108B inh: Fam108B inhibition, counter-screen for RBBP9 inhibitors; 300,000 compounds, 0.33% hits; inhibition, % at 9.51 µM; recombinant Fam108B, FP-Rh probe fluorescence polarization;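 active means inhibition above the screen mean inhibition plus 3 SD, computed separately per campaign, cut at about 18% in these data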;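 further: inhibitors lower polarization as less probe binds the enzyme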
MCL1-BIM inh: disrupts human MCL1 binding to BIM-BH3 peptide. AID 2057. 320,000 compounds, 0.68% hits. inhibition, % at 10.9 µM. GST-MCL1 / FITC-Bim-BH3 fluorescence polarization. Q07820;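 active means inhibition above the mean inhibition of all tested compounds plus 3 SD, set per campaign, cut at about 40% in these data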;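 further: 0% = DMSO wells and 100% = unlabeled Bim-BH3 peptide control; higher means more loss of mP so more displacement of Bim peptide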
Target sequence (Q07820 whole entry, looked up): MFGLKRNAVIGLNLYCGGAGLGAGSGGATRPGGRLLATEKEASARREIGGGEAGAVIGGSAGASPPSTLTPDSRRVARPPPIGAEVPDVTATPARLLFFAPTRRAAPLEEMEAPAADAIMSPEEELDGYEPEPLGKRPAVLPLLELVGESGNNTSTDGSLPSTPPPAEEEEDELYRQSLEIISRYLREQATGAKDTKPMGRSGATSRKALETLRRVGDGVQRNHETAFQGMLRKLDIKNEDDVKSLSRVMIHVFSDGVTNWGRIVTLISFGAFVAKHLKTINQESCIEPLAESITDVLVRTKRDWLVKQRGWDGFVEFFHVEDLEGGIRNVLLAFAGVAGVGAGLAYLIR
GLD-1 TGE inh: GLD-1-TGE RNA interaction inhibition (C. elegans). Q17339. purified GLD-1 + fluorescein TGE RNA, fluorescence polarization. inhibition, % at 5.96 µM. 320,000 compounds, 0.44% hits. AID 2280;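 active means percent inhibition above a per-plate cutoff, the plate mean of test compounds plus 3 SD, cut at about 30% in these data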;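 further: 0% = DMSO wells with GLD-1 and probe and 100% = wells lacking GLD-1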
* hit, by the source's call; ? = inconclusive; · = no result given. Some of the compounds tested, so the mix of outcomes need not match the whole.

canonical_smiles | Bcl-xL primary | MEX-5 binding | PME-1 primary | PAD4 inh | GSTO1 inh | TPT1 inhibitor | Fam108B inh | MCL1-BIM inh | GLD-1 TGE inh
O=c1[nH]c2ccccc2nc1-c1ccc(Cl)cc1 | 5.0 | -1.7 | 0.0 | 0.8 | 6.5 | -0.3 | 0.0 | 8.3 | -0.9
CN(C(=O)CN1CCN(c2ccc([N+](=O)[O-])cn2)CC1)c1ccccc1 | 1.6 | 0.0 | -6.0 | -1.0 | -6.3 | -3.5 | -3.6 | 2.9 | 7.1
NNC(=O)C(=O)/C=C1\NC2(CCCC2)Cc2ccccc21 | -1.3 | 0.5 | -4.3 | -5.2 | 0.8 | 4.0 | -4.8 | -10.5 | 0.9
O=C(NC1CC1)c1scc2c1OCCO2 | 1.6 | -1.1 | -3.3 | -0.1 | 1.1 | -1.8 | 1.6 | 0.7 | -1.5
CCOc1ccccc1CN1CCNC(=O)C1CC(=O)NCCCn1cccn1 (stereo not drawn) | 20.3 | 0.5 | 5.1 | -2.7 | 5.6 | -6.1 | 1.4 | 9.2 | 8.3
Cc1ccc(CSC2=NCCN2C(=O)c2ccc([N+](=O)[O-])cc2)cc1 | -1.8 | 0.3 | -9.0 | -7.5 | -2.8 | -2.4 | -4.0 | -10.1 | 1.7
S=C(NCc1ccc2c(c1)OCO2)Nc1ccc(-c2nc3ccccc3[nH]2)cc1 | 2.6 | 1.0 | -26.1 | 0.5 | -47.6 | -1.7 | -37.7 | -0.3 | 0.1
O=C(CSc1nnc(-c2ccc(O)cc2)o1)Nc1ccc2c(c1)OCCO2 | 3.6 | -0.4 | -11.3 | -4.9 | 6.5 | 0.9 | 4.3 | 0.4 | 7.2
COc1ccc(/C=C/C(=O)NC2CC3CCC2C3)cc1 (stereo not drawn) | 6.8 | 0.4 | -2.6 | 1.1 | 9.8 | -0.8 | -6.4 | 2.8 | 2.2
CCc1nnc(NC(=O)/C=C/c2cccs2)s1 | -5.5 | · | -0.2 | -1.6 | -1.8 | -0.8 | -4.6 | -3.8 | 5.1
Cc1cc(OCC(=O)OCC(=O)N2c3ccccc3NC(=O)C2(C)C)ccc1Cl | 3.4 | · | 3.5 | -1.3 | · | · | · | 19.1 | 7.5
COc1ccc(C(C)=O)cc1CSc1ccc(S(=O)(=O)N2CCOCC2)cn1 | 11.0 | · | 7.6 | 1.4 | · | · | · | 5.8 | 6.0
CC(C)CNC(=O)c1cccc(NC(=O)C(C)Oc2ccccc2)c1 (stereo not drawn) | 5.6 | -0.1 | 4.2 | -1.9 | -1.2 | -0.1 | 2.0 | 8.2 | 10.0
O=C(CN1C(=O)c2ccccc2C1=O)Nc1ccc(Cl)cn1 | 2.5 | -0.2 | -1.9 | -0.4 | -1.5 | -1.3 | -2.1 | 0.7 | 3.6
Cc1ccc(-n2c(-c3ccco3)nc3c(cnn3-c3ccccc3C)c2=O)cc1 | 0.3 | -1.0 | 2.8 | 1.5 | -5.3 | 3.2 | 1.1 | -0.4 | 6.0
COc1cccc(/C=C2\NC(=O)NC2=O)c1O | 5.7 | -6.2 | -4.5 | -0.5 | 7.8 | -4.1 | 1.6 | 4.5 | 0.8
Cc1ccc(CNS(=O)(=O)c2c(C)[nH]c(C)c2C(=O)N2CCCCC2)o1 | 6.3 | 0.0 | 2.4 | 0.3 | 1.2 | -1.8 | 1.1 | 4.1 | 3.5
CCOc1ccc2nc(NC(=O)CSc3nnc(-c4ccncc4)n3CC3CCCO3)sc2c1 (stereo not drawn) | 4.1 | -0.3 | -2.4 | 5.0 | 8.9 | -0.9 | -1.3 | 8.5 | 1.3
C=CCN(CC=C)C(=O)c1ccncc1 | -0.9 | 1.3 | -0.7 | -2.3 | -0.5 | -3.2 | 0.6 | 0.7 | 1.0
COCC1CCN(C(=O)c2cc(COc3cncc(Cl)c3)on2)C1 (stereo not drawn) | 5.3 | -2.4 | -1.2 | -7.2 | -3.8 | 2.1 | 0.0 | 0.6 | -9.4
CC(=O)c1ccc(NC(=O)C(C)N(C)CC(=O)Nc2ccc(Cl)cc2)cc1 (stereo not drawn) | -8.5 | -0.2 | -0.4 | -5.5 | 0.0 | 2.4 | -3.3 | -10.3 | -5.5
CCOC(=O)N1CCC(N2C(=O)c3ccc(C(=O)Nc4ccc(F)cc4F)cc3C2=O)CC1 | -1.1 | -0.1 | -5.7 | -3.5 | 5.0 | -6.3 | 4.0 | 2.7 | 11.9
CCOC(=O)c1cc(=O)n2c(nc3ccccc32)[nH]1 | 1.8 | 3.5 | 3.9 | -3.4 | 0.9 | 2.5 | -0.4 | 6.1 | 5.8
CC(OC(=O)c1c[nH]c2ccccc12)C(=O)N1CCCC1 (stereo not drawn) | 3.9 | · | -0.4 | -1.1 | · | · | · | 4.1 | 6.7
CC(=O)c1sc(NC(=O)COc2c(C)cc(Cl)cc2C)nc1C | 4.7 | -2.9 | -4.7 | 0.7 | -7.6 | 4.5 | -6.0 | -0.7 | -0.7
COc1ccc(-c2csc(NC(=O)CN3C(=O)CCC3=O)n2)cc1OC | -4.4 | -0.4 | -5.2 | -2.6 | 2.6 | 1.8 | 2.1 | -1.5 | 10.6
O=C(Cc1ccc(Br)cc1)N1CCN(c2ccccn2)CC1 | -5.5 | 3.6 | 3.4 | 0.8 | 1.1 | 1.8 | 3.6 | -0.4 | 4.5
O=c1c2ccccc2nc(/C=C/c2c[nH]c3ccccc23)n1CCO | 4.7 | -2.1 | 47.0* | -0.8 | -3.8 | 8.1 | 4.4 | 0.1 | 5.6
COc1ccc(C(C(=O)NCCC(C)C)N(CCCO)C(=O)c2snc(C(N)=O)c2N)cc1OC (stereo not drawn) | 4.5 | 1.7 | -1.6 | 2.1 | 9.7 | 2.4 | -0.2 | 3.5 | 10.9
COc1cc(C(c2c(C(=O)O)[nH]c3ccccc23)c2c(C(=O)O)[nH]c3ccccc23)ccc1OCc1ccccc1 | 2.8 | ? | -2.0 | -2.9 | -0.5 | 0.4 | -3.2 | 68.1* | -0.2
O=C(Nc1ccccc1N1CCOCC1)c1cc2ccccc2o1 | 3.8 | -0.1 | 0.2 | 2.8 | -0.9 | -3.3 | -2.4 | 6.6 | -2.6
Cc1nc(S(=O)(=O)N2CCN(C3c4ccccc4-c4ccccc43)CC2)cn1C | 5.3 | -1.5 | -0.2 | -1.6 | 11.1 | 1.0 | -3.7 | 1.0 | 1.7
C=CCOc1c2ccc(C(=O)NCc3ccc(OC)cc3)cc2nn1C | 5.9 | -2.7 | -5.0 | -1.5 | 4.5 | 1.1 | 4.7 | 8.5 | -1.7
O=C(Nc1cccnc1)c1ccc(NS(=O)(=O)c2cccc([N+](=O)[O-])c2)cc1 | 8.3 | 2.7 | -3.1 | -2.1 | -4.3 | -2.5 | -2.8 | 5.0 | -0.5
COC(=O)C1CSC(C)(C)C(=O)N1 (stereo not drawn) | 2.6 | -0.8 | 1.9 | -0.2 | 3.0 | -1.4 | 4.7 | 0.4 | 1.9
COc1cc(S(=O)(=O)N2CCCC3(CCCCC3)C2)ccc1-n1cnnn1 | 2.0 | 0.1 | -0.1 | -1.1 | 7.6 | 0.4 | -0.1 | 4.8 | 0.3
COc1ccc(C(=O)CC(=O)C(=O)Nc2cc(OC)ccc2OC)cc1 | 8.4 | 4.0 | -6.2 | 3.6 | 2.4 | -0.7 | 1.7 | -1.7 | -3.7
O=C(COC(=O)C1COc2ccccc2O1)Nc1ccc(Cl)cc1 (stereo not drawn) | 4.1 | · | 6.8 | 2.5 | · | · | · | 9.3 | 5.3
O=C(NNC(=O)c1ccco1)c1ccc(NS(=O)(=O)c2cccs2)cc1 | -1.9 | -4.6 | 2.3 | -1.8 | 6.6 | 0.1 | 1.8 | 7.0 | -2.5
Cc1ccc(C(=O)OCC(=O)NC2CCCC(C)C2C)cc1S(=O)(=O)N1CCCCC1 (stereo not drawn) | 7.6 | · | 10.5 | 3.6 | · | · | · | 10.3 | 3.7
CCOC(=O)c1ccc(S(=O)(=O)N2CCN(CC(=O)NC(=O)NC(C)(C)C)CC2)cc1 | -1.5 | 1.0 | -1.6 | -2.6 | 1.9 | 6.6 | -2.4 | -6.4 | 1.4
CC(=O)NCCc1ccc(S(=O)(=O)Nc2ccc(C)c(S(=O)(=O)N3CCOCC3)c2)cc1 | 2.2 | 0.3 | 1.1 | 1.9 | 8.0 | -2.0 | -2.4 | 8.5 | 7.1
CN(C)CCOC(=O)C1(c2ccccc2)CCCC1 | 0.2 | 1.0 | 4.6 | -3.7 | 5.6 | -3.3 | 2.4 | -6.3 | 0.0
Cc1nc(Nc2ccccc2)sc1C(=O)Nc1ccccc1 | -1.1 | 1.9 | 5.3 | -1.3 | -7.5 | 1.5 | -3.6 | 3.4 | 3.6
CCOc1cc(N2CCOCC2)c(OCC)cc1NC(=O)CN1C(=O)NC2(CCc3ccccc32)C1=O (stereo not drawn) | 0.4 | -1.6 | 2.7 | -0.3 | -1.6 | -2.2 | 1.2 | 5.6 | -5.0
CC(=O)c1ccc(OCC(=O)OCC(=O)NCc2ccco2)cc1 | 0.7 | · | 0.9 | 3.3 | · | · | · | 3.8 | 3.6
CCCOc1ccc(/C=N/NC(=O)CN2CCCCC2)cc1OCC | -1.1 | 0.0 | -7.5 | 5.3 | 1.0 | -0.1 | 0.4 | 5.5 | 4.1
Cc1c(NC(=O)CSc2nnc(C(C)Oc3ccc(Cl)cc3)n2-c2ccccc2)c(=O)n(-c2ccccc2)n1C (stereo not drawn) | 0.6 | -1.5 | 3.6 | -0.5 | -2.5 | 0.6 | -4.7 | -8.2 | 0.1
NC(=O)c1cnn2c(C(F)(F)F)cc(-c3ccc(F)cc3)nc12 | 8.5 | -1.9 | 6.9 | -1.8 | 1.2 | 0.8 | -3.4 | 3.5 | 6.5
CC1CCN(CC(O)COC2CC(C)CC(C)(C)C2)CC1 (stereo not drawn) | 1.4 | 0.9 | -9.5 | 6.4 | -0.1 | -0.7 | -2.1 | 0.7 | -2.0
CCc1nc2sc(C#N)c(N)c2c2c1CCCC2 | 4.3 | -2.0 | 3.3 | 3.1 | 1.5 | 3.1 | 2.0 | 5.9 | 1.2
Cc1oc(-c2ccccc2Cl)nc1CN1CCCCC1CO (stereo not drawn) | 2.5 | 2.4 | 3.7 | -0.8 | 3.7 | 7.7 | -1.8 | -2.9 | 3.0
O=C(Oc1ccccc1C(=O)Nc1ccccc1)c1ccc(Br)c([N+](=O)[O-])c1 | 4.5 | -4.0 | 5.5 | 8.7 | -1.0 | -3.1 | 2.1 | 5.4 | 6.2
CCOC(=O)C1Nc2c(F)cc(C)cc2C2c3ccccc3CC12 (stereo not drawn) | -5.2 | 0.3 | 0.3 | 0.3 | -4.2 | 0.2 | -4.5 | -5.1 | 8.9
Cn1c(C(=O)N2CCCC(C(=O)O)C2)cc2sccc21 (stereo not drawn) | 6.7 | 2.5 | -1.8 | -1.4 | -11.0 | -0.8 | 5.0 | 10.3 | -8.7
Cc1ccc(C(=O)CSc2nnc(-c3c[nH]c4ccccc34)o2)cc1 | -10.1 | 1.7 | -6.6 | -3.8 | 23.5 | 1.8 | -3.6 | -1.2 | 3.3
Cc1c(C)n(C)c2ccc(C(=O)NCCCN3CCCC3)cc12 | 6.0 | -4.2 | -0.9 | -7.3 | 2.5 | 2.6 | -1.5 | 4.6 | -1.2

Screening results from PubChem BioAssay.
